# Compound activity: PubChem, Sanford-Burnham Center for Chemical Genomics
# TIM10 inh: growth inhibitors of TIM10 yeast strain. AID 463195. inhibition, % at 10 µM. 1.4% of 330,000 active. S. cerevisiae TIM10 strain growth, BacTiter-Glo luminescence, 24 h;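 active means inhibition of 40% or more at the single tested concentration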;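 further: wild-type TIM10 isogenic control strain grown at permissive 25 °C; 0% = DMSO yeast wells and 100% = minimal medium wells without yeast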
# NALP3 yeast inh: NALP3 inhibition in yeast; AID 2825; 0.39% of 330,000 active; inhibition, % at 10 µM; Yeast reconstituted NLRP3/ASC/caspase-1, beta-gal luminescence, 24 h;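 active means inhibition of 50% or more; inactive means inhibition below 50%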;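 further: plate controls were induced DMSO wells for no effect and uninduced yeast grown without galactose for full effect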
# APJ ag: activates the human apelin receptor APJ; activation, % at 20 µM; AID 2520; CHO-K1 APJ PathHunter beta-arrestin, luminescence; 0% DMSO wells, 100% apelin; 0.11% of 330,000 active; P35414;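 active means activation more than six SD over the plate average, tested at 20 µM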;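 further: 0% = DMSO alone and 100% = apelin-13 at 10 nM; some results filed as inactive read as strong as hits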
# Target sequence (P35414 whole entry, looked up): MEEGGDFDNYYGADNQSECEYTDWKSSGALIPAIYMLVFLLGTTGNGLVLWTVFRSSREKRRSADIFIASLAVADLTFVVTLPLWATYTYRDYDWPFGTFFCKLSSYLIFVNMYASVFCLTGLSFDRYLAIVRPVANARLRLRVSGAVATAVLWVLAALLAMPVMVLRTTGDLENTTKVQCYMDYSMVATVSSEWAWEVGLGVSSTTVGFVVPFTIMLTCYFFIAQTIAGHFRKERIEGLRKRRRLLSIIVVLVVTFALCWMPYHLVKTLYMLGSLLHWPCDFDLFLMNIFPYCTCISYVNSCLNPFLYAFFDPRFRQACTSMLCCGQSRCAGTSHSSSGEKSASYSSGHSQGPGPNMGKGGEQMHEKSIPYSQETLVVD
#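 Test system: CHO-K1 APJ beta-arrestin complementation cell line | Compound: Single test compound dose, 20 µM final, 1% DMSO | Incubation: Compound 90 min 25 °C, reagent 1 h | Measured by: beta-gal luminescence | Read-out basis: APJ–arrestin association signal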
# tim10-1 inh: growth inhibitors of tim10-1 mutant yeast; AID 463190; S. cerevisiae tim10-1 ts strain growth, BacTiter-Glo, 24 h; inhibition, % at 20 µM; 2.2% of 330,000 active;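 active means inhibition of at least 40%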;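 further: mutant grown at 25 °C; 0% = DMSO wells with yeast and 100% = wells holding no yeast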
# APJ antag: blocks the human apelin receptor APJ; inhibition, % at 20 µM; CHO-K1 APJ beta-arrestin complementation, luminescence; P35414; 0.32% of 330,000 active;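 active means inhibition above about 40% at 20 µM, limit read from the data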;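 further: cells challenged with 10 nM apelin-13 agonist together with compound; plate controls were apelin-13 plus DMSO wells for no effect and DMSO wells lacking apelin-13 for full effect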
# MPTP inh: permeability transition pore inhibition; inhibition, % at 10 µM; isolated mouse mitochondria, Ca2+ swelling absorbance, 30 min; 1.4% of 360,000 active;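 active means inhibition of 50% or more, scaled per plate between neutral and stimulator controls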;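 further: 0% = DMSO wells given calcium and 100% = 1 mM EGTA wells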
# MIN6 prolif: MIN6 beta-cell proliferation induction | proliferation, % at 10 µM | 0.29% of 330,000 active | AID 2380 | MIN6 cells proliferation, ATPlite luminescence, 48 h; cells starved in 0.2% serum; 100% = growth in 10% serum;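 active means compounds whose signal lies at least 3.5 SD above the mean of all wells on their plate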;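 further: 0% = DMSO-treated cells in low-serum medium and 100% = 10% serum control; some compounds called inactive have numbers as strong as hits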
# GRIN3A LBD mod: modulates the human NR3A ligand-binding domain | NR3A LBD differential scanning fluorimetry, Tm shift; 0% = protein alone, 100% = glycine-bound protein | Tm shift relative to glycine control, % at 25 µM | 2.5% of 340,000 active;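 active means melting temperature shift of at least 10% of the positive control shift, at one fixed dose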
# tim23-1 inh: tim23-1 yeast growth inhibition. S. cerevisiae tim23-1 growth, BacTiter-Glo luminescence, 24 h. AID 463212. 1.3% of 330,000 active. inhibition, % at 20 µM;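 active means growth inhibition of the mutant yeast at or above 50%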;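 further: temperature-sensitive mutant grown at 25 °C; plate controls were DMSO-treated mutant yeast for no effect and medium wells lacking yeast for full effect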
# Active calls of the source: *.
SMILES,TIM10 inh,NALP3 yeast inh,APJ ag,tim10-1 inh,APJ antag,MPTP inh,MIN6 prolif,GRIN3A LBD mod,tim23-1 inh
CCN(CC)S(=O)(=O)c1cccc(NC(=O)COC(=O)c2cc(C)oc2C)c1,21,0,5,22,12,0.4,0,0,19
CCS(=O)(=O)C1=NN2C(=N)/C(=C\c3ccc(OC(=O)c4ccco4)cc3)C(=O)N=C2S1,9,11,-6,23,12,-1.0,8,3,9
Cc1ccccc1NC(=O)N1CCC(C(=O)c2ccc(F)cc2)CC1,13,17,-3,13,-16,-1.5,1,3,20
O=C(Cn1c(NCCO)nc2ccccc21)c1ccco1,10,10,-7,6,-9,-0.4,-1,4,7
Cc1ccc(NC(=O)C(OC(=O)c2cc(C)oc2C)c2ccccc2)cc1 (stereo not drawn),14,4,-2,26,-6,2.7,-2,2,21
COc1ccc(CN2C(=O)c3ccccc3C2C(=O)NCCc2ccccc2)c(OC)c1 (stereo not drawn),-5,-6,-8,1,3,0.1,6,0,2
CCN1CCN(C(=O)c2ccc(Cl)c(S(=O)(=O)N(C)c3ccccc3)c2)CC1,-4,-6,-4,7,-8,-1.5,-4,0,17
Cc1ccc(S(=O)(=O)N2CCOCC2)s1,2,-5,-2,-20,2,-2.3,-2,1,-8
Cc1ccc(S(=O)(=O)N2CCN(Cc3nc4sc(C)c(C)c4c(=O)[nH]3)CC2)cc1,15,18,0,7,-3,0.7,-3,1,13
COC(=O)C1=C(C)N(C2CCCC2)C(=O)C1(NC(C)=O)C(F)(F)F (stereo not drawn),3,-4,2,2,20,1.4,3,0,13
O=C1CCCC2=C1C(c1ccccc1O)C1=C(CCCC1=O)O2,23,21,-4,17,-7,17,0,1,15
C/C(=N/NC(=O)CNC(=O)Cc1ccc(Cl)cc1)c1ccco1,-6,2,-2,8,-17,0.8,1,-1,18
Cc1ccccc1NC(=O)C(=O)NCCc1c[nH]c2ccccc12,8,20,8,20,0,3.9,-2,-3,23
CCOC(=O)c1c(C)oc2c1c(CN1CCN(C(=O)OCC)CC1)c(O)c1ccccc12,27,15,7,35,-46,0.2,0,10*,23
COc1ccc(-c2cc(C(=O)NC3CCCC3)c3ccccc3n2)cc1,11,33,-3,21,13,1.2,-2,2,29
COc1ccc(OCc2nnnn2-c2ccccc2)cc1,4,-3,-4,12,5,0.3,3,2,17
CC(C(=O)O)n1ncc2ccccc2c1=O (stereo not drawn),-3,11,-4,3,-3,0.0,-2,0,0
Cc1ccc(NC(=O)C2CC(=O)Nc3nc4ccccc4n32)c(C)c1 (stereo not drawn),-9,-4,0,-8,-12,0.7,0,2,-8
CCn1ncc([C@@H]2C[C@H]3CN(Cc4cccc(Cl)c4)C(=O)[C@]34CCCN24)c1C,9,12,-3,8,1,-2.1,2,1,3
COc1ccccc1NC(=O)c1ccc(C)c(S(=O)(=O)N2CCCCC2)c1,3,0,0,31,13,-0.7,-2,2,32
FC(F)(F)c1cccnc1Oc1ccc(C2=NCCS2)cc1,19,20,1,22,-6,1.1,0,2,19
O=C(CSc1nnc(CNC(=O)c2cccc(C(F)(F)F)c2)o1)NCC1CCCO1 (stereo not drawn),6,11,9,-8,19,-1.3,-4,-1,-11
O=C(N/N=C/c1cn[nH]c1-c1ccc(Cl)cc1)c1ccc([N+](=O)[O-])cc1,25,16,0,24,-14,-0.5,-1,4,29
Cc1ccccc1NC(=O)COC(=O)c1ccc(S(=O)(=O)N2CCCC2)cc1,-11,4,-2,-13,-1,-1.5,0,5,-4
CC(C)N(C(=S)Nc1cccc(S(=O)(=O)N(C)C)c1)c1ccccc1,10,1,-5,6,25,17,-4,0,5
Cc1nn(-c2ccccc2)c2nc3c(cc12)C(=O)CCC3,-7,15,0,6,-27,-0.4,1,-1,21
Cc1cc(C)nc(/N=C(\N)Nc2cccc(OCc3ccccc3)c2)n1,12,23,16,21,-7,83*,-4,1,-12
Cc1ccc(C(=O)NCC(c2ccco2)N2CCc3ccccc3C2)cc1 (stereo not drawn),20,20,2,15,-45,-0.3,0,0,25
C=C1CCC[C@]2(C)C[C@H]3OC(=O)C(CNCC(C)C)[C@H]3CC12 (stereo partly drawn),3,3,1,42*,16,-0.1,0,-3,31
Cc1ccc(S(=O)(=O)NC(=O)NCc2ccccn2)cc1,7,5,1,8,14,-1.4,1,-1,13
O=C(Cn1c(NCCO)nc2ccccc21)NCCc1ccc(F)cc1,-1,9,-3,5,23,-1.0,5,-7,5
Cc1cc(C)n(Cc2ccc(C(=O)N/N=C/c3ccc(-c4ccc([N+](=O)[O-])cc4)o3)o2)n1,6,17,8,13,-28,0.1,-4,4,19
C=CCOc1ccc(/C=N/NC(=O)CN2CCOCC2)cc1OCC,2,1,3,0,-27,-0.8,-2,0,3
COc1ccc(C2C(C#N)=C(N)N(c3ncn[nH]3)C3=C2C(=O)CCC3)cc1 (stereo not drawn),-5,15,-3,12,-25,-2.0,-3,-2,6
Cc1cc(=O)[nH]c(SCC(=O)Nc2cccc(C(F)(F)F)c2)n1,10,1,-3,6,6,-5.8,-3,0,10
CCN(CC)CCn1c2ccccc2c2nc(C)sc21,0,-3,-2,9,10,-1.2,1,1,6

# 3 compounds out of the list above, arranged by their value in GRIN3A LBD mod, low to high:
canonical_smiles,NALP3 yeast inh,APJ ag,APJ antag,MPTP inh,GRIN3A LBD mod
Cc1ccc(S(=O)(=O)NC(=O)NCc2ccccn2)cc1,5,1,14,-1.4,-1
Cc1cc(C)nc(/N=C(\N)Nc2cccc(OCc3ccccc3)c2)n1,23,16,-7,83*,1
Cc1cc(C)n(Cc2ccc(C(=O)N/N=C/c3ccc(-c4ccc([N+](=O)[O-])cc4)o3)o2)n1,17,8,-28,0.1,4

# (list continues)
SMILES,TIM10 inh,NALP3 yeast inh,APJ ag,tim10-1 inh,APJ antag,MPTP inh,MIN6 prolif,GRIN3A LBD mod,tim23-1 inh
O=C(CSc1ccccn1)Nc1ccc(N2CCOCC2)cc1,7,2,-1,7,-28,-0.4,-1,1,13
O=C(Cn1c(=O)oc2ccccc21)N1CCCC1,-8,8,-3,1,9,0.4,-5,0,2
Cc1c(Cl)c(C(F)(F)F)nn1CC(=O)NCc1ccccc1,17,1,-2,18,-19,0.6,-2,0,16
CC1CCc2nc3ccc(S(=O)(=O)N4CCC(C(=O)NC(C)c5ccccc5)CC4)cc3c(C(=O)O)c2C1 (stereo not drawn),4,8,2,0,11,0.7,-2,-1,-1
CN(/N=C/c1ccccc1O)C(=S)c1ccccc1,0,1,-2,14,-12,1.8,0,-1,32
CN(C)C(=S)SCC(=O)Nc1cccc(C(F)(F)F)c1,-9,34,-3,18,-3,1.0,0,10,13
CCC12CC3CC(C1)CC(C(=O)NNC(N)=O)(C3)C2,17,-1,0,12,-1,2.5,7,0,5
Cc1cccnc1N(C(=O)Nc1cccc(Cl)c1)C1=NCC(C)(C)S1,6,-1,0,0,13,52*,-2,1,7
COc1ccc(C2C3=C(CCCC3=O)N(CC(=O)O)C3=C2C(=O)CCC3)cc1,-7,2,1,-4,4,0.3,0,0,8
COc1ccc(N2C(=O)CC(NNc3ncc(Cl)cc3Cl)C2=O)cc1 (stereo not drawn),2,-4,-7,23,19,1.8,3,-2,22
Oc1ccc(C=NCCc2ccccc2)cc1,11,10,0,35,13,1.9,-3,3,7
COC(=O)c1ccccc1NC(=O)Cn1cc(Br)cn1,-7,22,-5,3,8,-6.2,-3,0,3
CC(C)C(=O)Nc1nnc(CCN2CCCCC2)s1,-13,9,-1,-14,-5,-1.5,-3,-2,11
Cc1c(NC(C)C)c(=O)n(-c2ccccc2)n1C,4,8,4,-24,-9,-5.3,3,1,5
CCCC1(c2ccccc2)NC(=O)N(CC(=O)c2[nH]c(C)c(C(=O)OCC)c2C)C1=O (stereo not drawn),-2,25,3,3,-2,-0.9,-3,-16,3
ClCC1CSC(=NC23CC4CC(CC(C4)C2)C3)O1 (stereo not drawn),-1,25,-2,4,-12,-0.1,-2,1,39
CCCC1=C(C(=O)OCC)C(c2ccc(OC)c(C)c2OC)C(C#N)=C(N)O1 (stereo not drawn),3,-2,-1,29,-7,0.4,-1,-3,36
O=C(/C=C/c1c[nH]c2ccccc12)c1ccccc1,53*,40,-1,45*,7,5.4,0,24*,18
CS(=O)(=O)Nc1ccc(C(=O)Nc2ccc3ccccc3c2)cc1,-7,17,-1,-9,13,1.3,-1,31*,-4
CCOc1ccc(C(C(=O)NC2CCCCC2)N(C(=O)c2ccccn2)c2cccnc2)cc1 (stereo not drawn),4,10,-1,9,4,1.1,2,-3,-3
Cc1ccc(CNC(=O)CCNC(=O)Cn2ccc3ccccc3c2=O)cc1,-7,-8,1,7,7,0.6,-2,0,-7
COCC(=O)N1CCC(Oc2ccc(C(=O)N3CCSCC3)cc2)CC1,5,17,-1,5,2,0.0,3,0,7
C/C(CC(=O)Nc1cccnc1)=N\NC(=O)C(=O)NC(C)C,-13,22,2,-11,-24,1.7,-3,0,6
N#CCc1nc(-c2cc3ccccc3oc2=O)cs1,16,4,-3,14,7,-2.0,2,5,24
Cc1ccc(N2C(=O)c3oc4ccccc4c(=O)c3C2c2cccc(O)c2)nc1 (stereo not drawn),12,20,-1,11,-6,-1.1,1,-2,10
O=C(O)c1c[nH]c2ccc(S(=O)(=O)N3CCN(c4ccc(F)cc4)CC3)cc2c1=O,5,-6,-2,19,6,-2.3,-4,-9,1
O=c1[nH]c2ccc(Br)cc2c(-c2ccccc2)c1N1CCOCC1,15,24,0,5,-54,0.7,-5,-1,12
c1cncc(-c2nnc(SCc3nc4ccccc4[nH]3)o2)c1,-6,8,-3,0,0,0.4,-3,-2,-1
CC(C)(C)c1ccc(S(=O)(=O)NCC2CCCO2)cc1 (stereo not drawn),-5,29,-2,12,21,0.0,0,1,14
CC1CCN(CCNC(=O)c2ccc3c(=O)n(Cc4ccc(Cl)cc4)c(=S)[nH]c3c2)CC1,2,19,33*,5,0,90*,-4,-6,-1
Cc1ccc(OCCCNC2CCCC2)cc1,3,7,0,4,2,0.1,-1,0,18
CCOc1ccc(C(=O)NCCN2CCOCC2)cc1,2,9,1,7,9,0.2,7,0,20
O=C(NCCNCCO)C1(C(F)(F)F)C/C(=C\CCO)CCCO1 (stereo not drawn),-8,-2,7,-9,-3,0.5,-3,0,12
O=C(Cn1c(=S)[nH]c2ccccc21)c1ccccc1,2,-3,1,37,-1,0.3,0,0,20
COc1ccc(C(=O)NCc2cccnc2)cc1S(=O)(=O)N1CCOCC1,4,-1,-6,11,1,-0.2,0,3,0
COc1ccc(OC)c(NC(=O)C2CC(=O)N(Cc3ccco3)C2)c1 (stereo not drawn),1,19,-4,-2,20,-1.0,2,0,4
O=S(=O)(NCC1COc2ccccc2O1)c1ccccc1F (stereo not drawn),8,18,-4,6,2,-1.9,3,2,18
CN1CCN(C(=O)C2=C[C@@H](c3ccc(Br)cc3)C[C@@H](OCc3ccc(CO)cc3)O2)CC1,9,11,-6,9,7,0.2,-3,0,9
Cn1c(N)c(C(=O)COC(=O)COc2cccc(Br)c2)c(=O)n(C)c1=O,7,-5,-1,12,6,-0.4,5,1,18

# Copied from the list:
# Cc1cccnc1N(C(=O)Nc1cccc(Cl)c1)C1=NCC(C)(C)S1 in NALP3 yeast inh has -1
# COc1ccc(C(=O)NCc2cccnc2)cc1S(=O)(=O)N1CCOCC1 in tim10-1 inh has 11
